GSK3 alpha inh: blockers of GSK3A enzyme activity – biochemical, luminescence, cell-free homogeneous, HTS, primary screen; actives 0.1% (n = 320,000); inhibition, % at 10 µM; GSK-3 alpha kinase, ADP-Glo luminescence, 60 min; AID 2650, 2010;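 in the data active means inhibition above about 50%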;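 further: GST-tagged GSK-3 alpha with peptide substrate and 25 µM ATP; 0% = DMSO neutral wells and 100% = GW8510 positive control wells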
Target sequence (P49840 whole entry, looked up): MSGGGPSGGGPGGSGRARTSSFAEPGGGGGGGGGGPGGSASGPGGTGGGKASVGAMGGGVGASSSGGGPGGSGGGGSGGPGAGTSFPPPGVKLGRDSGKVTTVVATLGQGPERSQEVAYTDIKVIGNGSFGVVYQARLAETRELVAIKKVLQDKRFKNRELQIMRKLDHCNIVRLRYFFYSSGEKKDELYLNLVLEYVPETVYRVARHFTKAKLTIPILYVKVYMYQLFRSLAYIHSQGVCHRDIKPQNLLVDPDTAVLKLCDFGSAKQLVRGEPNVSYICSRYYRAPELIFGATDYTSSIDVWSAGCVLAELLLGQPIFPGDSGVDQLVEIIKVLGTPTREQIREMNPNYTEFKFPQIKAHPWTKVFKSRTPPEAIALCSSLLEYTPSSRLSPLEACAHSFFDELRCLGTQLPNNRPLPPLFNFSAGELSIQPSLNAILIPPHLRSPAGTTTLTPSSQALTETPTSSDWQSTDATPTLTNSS
An asterisk follows results filed as active.

GSK3 alpha inh | SMILES
-3 | C=CCC[C@H](Cc1ccc(F)cc1)C(=O)OC[C@@H](Cc1c[nH]c2ccccc12)NC(=O)[C@H](CC=C)CC(=O)NCCO
12 | C#CCOCCOCCOCCNc1nc(N2CCN(C(=O)C([C@@H](C)O)n3cc([C@@H](N)CCCCN)nn3)CC2)nc(N2CCN(C(=O)[C@H](CCCCN)n3cc([C@@H](N)[C@H](C)CC)nn3)CC2)n1 (stereo partly drawn)
-2 | CCC(C)Sc1ccc([C@@H]2[C@@H]3C(=O)N(CC)C(=O)[C@@H]3[C@]3(C(=O)OC)CCCCN23)cc1OC (stereo partly drawn)
6 | O=C(COC(=O)c1ccco1)Nc1cc(S(=O)(=O)N2CCOCC2)ccc1Cl
-1 | Cc1cccc(C(=O)OCC(=O)NC(=O)NCc2ccccc2)c1
0 | CC(=O)c1ccc(NC(=O)CN2C(=O)NC(C)(C3CCCCC3)C2=O)cc1 (stereo not drawn)
-3 | CCOC(=O)[C@H]1[C@H]2COc3ccc(C)cc3[C@@H]2N2C(=O)CN(Cc3ccc(C)cc3)C(=O)[C@@]12C
-2 | CCCCn1c(N)c(N(CC)C(=O)C2=NN(c3ccccc3)C(=O)CC2)c(=O)[nH]c1=O
0 | C#CCOCCOCCOCCNc1nc(N2CCOCC2)nc(N2CCN(C(=O)CCCCCCCCCCNC(=O)[C@@H](CCC(=O)O)n3cc(CCCCCN)nn3)CC2)n1
-4 | Cc1cc(C)n2nc(SCC(=O)N3CCCCC3C)nc2n1 (stereo not drawn)
-2 | CC(Sc1nnnn1C)C(=O)NC1CCCC1 (stereo not drawn)
0 | C[C@@H]1NS(=O)(=O)[C@H]2C[C@@H]3C=C[C@]2(O3)[C@H]1OC(=O)Nc1ccc(C(F)(F)F)cc1[N+](=O)[O-]
-20 | CN(Cc1ccc(C(C)(C)C)cc1)C(=O)Cc1ccc(S(=O)(=O)N2CCOCC2)s1
-3 | CC1CC1C(=O)OCC(=O)NCc1ccccc1 (stereo not drawn)
2 | CN(c1ccccc1)S(=O)(=O)c1cccc(NC(=O)CSc2nccc(=O)[nH]2)c1
-3 | CC(C(=O)NC1CCCc2ccccc21)N1C(=O)C2CCCCC2C1=O (stereo not drawn)

Exported with bars between the fields: 15 of the compounds above.
SMILES | GSK3 alpha inh
C=CCC[C@H](Cc1ccc(F)cc1)C(=O)OC[C@@H](Cc1c[nH]c2ccccc12)NC(=O)[C@H](CC=C)CC(=O)NCCO | -3
C#CCOCCOCCOCCNc1nc(N2CCN(C(=O)C([C@@H](C)O)n3cc([C@@H](N)CCCCN)nn3)CC2)nc(N2CCN(C(=O)[C@H](CCCCN)n3cc([C@@H](N)[C@H](C)CC)nn3)CC2)n1 (stereo partly drawn) | 12
CCC(C)Sc1ccc([C@@H]2[C@@H]3C(=O)N(CC)C(=O)[C@@H]3[C@]3(C(=O)OC)CCCCN23)cc1OC (stereo partly drawn) | -2
O=C(COC(=O)c1ccco1)Nc1cc(S(=O)(=O)N2CCOCC2)ccc1Cl | 6
Cc1cccc(C(=O)OCC(=O)NC(=O)NCc2ccccc2)c1 | -1
CC(=O)c1ccc(NC(=O)CN2C(=O)NC(C)(C3CCCCC3)C2=O)cc1 (stereo not drawn) | 0
CCOC(=O)[C@H]1[C@H]2COc3ccc(C)cc3[C@@H]2N2C(=O)CN(Cc3ccc(C)cc3)C(=O)[C@@]12C | -3
CCCCn1c(N)c(N(CC)C(=O)C2=NN(c3ccccc3)C(=O)CC2)c(=O)[nH]c1=O | -2
C#CCOCCOCCOCCNc1nc(N2CCOCC2)nc(N2CCN(C(=O)CCCCCCCCCCNC(=O)[C@@H](CCC(=O)O)n3cc(CCCCCN)nn3)CC2)n1 | 0
Cc1cc(C)n2nc(SCC(=O)N3CCCCC3C)nc2n1 (stereo not drawn) | -4
CC(Sc1nnnn1C)C(=O)NC1CCCC1 (stereo not drawn) | -2
C[C@@H]1NS(=O)(=O)[C@H]2C[C@@H]3C=C[C@]2(O3)[C@H]1OC(=O)Nc1ccc(C(F)(F)F)cc1[N+](=O)[O-] | 0
CN(Cc1ccc(C(C)(C)C)cc1)C(=O)Cc1ccc(S(=O)(=O)N2CCOCC2)s1 | -20
CC1CC1C(=O)OCC(=O)NCc1ccccc1 (stereo not drawn) | -3
CN(c1ccccc1)S(=O)(=O)c1cccc(NC(=O)CSc2nccc(=O)[nH]2)c1 | 2

(continued)
GSK3 alpha inh | SMILES
3 | COc1ccccc1N(CC(=O)NC1CCCCC1C)S(=O)(=O)c1cccs1 (stereo not drawn)
0 | O=C(NCC(=O)N1CC=C(c2ccccc2)CC1)c1ccc(F)cc1
0 | Cn1ccnc1SCC(=O)c1c(N)n(C)c(=O)n(C)c1=O
2 | C[C@H]1COC(=O)[C@H](CC(=O)OC(C)(C)C)C/C=C\C[C@H](CC(=O)N(CCO)Cc2ccccc2)C(=O)N1
-1 | CCOC(=O)[C@H]1[C@H]2COc3ccc(Cl)cc3[C@H]2N2C(=O)CNC(=O)[C@@]12C
-2 | O=C(NCC(c1cccs1)N1CCOCC1)c1cn(-c2ccccc2)nc1-c1ccccc1 (stereo not drawn)
1 | CC(C)c1cccc(-c2ccc3c(c2)S(=O)(=O)c2cccc(C(=O)NCc4ccccc4)c2C3=O)c1
0 | COc1ccc(NC(C)=O)cc1S(=O)(=O)N(C)Cc1c(C)nn(-c2ccccc2)c1C
-2 | COC(=O)c1ccc(CN=C(NS(=O)(=O)c2ccccc2)c2ccccc2)cc1
0 | CC(Oc1ccc(Br)cc1)C(=O)NC1CCCCCC1 (stereo not drawn)
-1 | Cc1ccc(CN2Cc3cccc4c3[C@@H](CC2=O)[C@H](O)[C@H](O)C4)cc1
-2 | C[C@@H]1CN([C@@H](C)CO)C(=O)Cc2cc(NS(=O)(=O)c3ccccc3)ccc2O[C@H]1CN(C)S(C)(=O)=O
-3 | COc1ccc(NC(=O)COC(=O)c2n[nH]c3ccccc23)c(OC)c1
0 | O=C(COC(=O)c1cnccn1)NC1CCCc2ccccc21 (stereo not drawn)
0 | CC(C)[C@H](NC(=O)c1ccc(F)cc1)C(=O)N(C)Cc1cccs1
-5 | O=C1CCN(Cc2ccccc2)S(=O)(=O)c2ccc(C(F)(F)F)cc21
8 | CC(C)Cn1c(N)c(C(=O)COC(=O)c2nccnc2N)c(=O)n(C)c1=O
0 | Cc1ccn2c(NC3CCCCC3)c(-c3cccc(SC4CCCCC4)c3)nc2c1
5 | N#CCC(=O)Nc1ccc(C(=O)OCC(=O)NC(=O)Nc2ccc3c(c2)OCCO3)cc1
-1 | Cc1ccc(C)c(NC(=O)CN(C)C(=O)c2ccc(S(=O)(=O)N(C)c3ccccc3)cc2)c1
-3 | O=C(OCc1nnc(-c2ccccc2Br)o1)c1ccco1
0 | CC(=O)c1ccc(OCC(=O)N2CCCC2c2ccc3c(c2)OCCCO3)cc1 (stereo not drawn)
1 | c1ccc2cc(CCCc3cc4ccccc4cn3)ncc2c1
-2 | C[C@H]1COC(=O)[C@@H](Cc2ccc(F)cc2)CC/C=C/C[C@H](CC(=O)N(CCO)Cc2ccccc2)C(=O)N1
0 | Cc1cccc(N2CC(C(=O)NC3CCCCCC3)CC2=O)c1C (stereo not drawn)
0 | O=[N+]([O-])c1ccc(CSc2ccc(S(=O)(=O)N3CCCCC3)cn2)cc1
-4 | CC(C)[C@H](NS(=O)(=O)c1ccccc1F)C(=O)OCC(=O)Nc1cccc(S(N)(=O)=O)c1
0 | CSc1ccc(/C=C/C(=O)OCC(=O)N2CCCCCC2)cc1
2 | COc1ccccc1C(CNC(=O)CNC(=O)c1ccc(Cl)c(Cl)c1)N1CCCC1 (stereo not drawn)
4 | Cc1ccc(N=Nc2c(O)[nH]c(=O)[nH]c2=O)cc1S(=O)(=O)Nc1ccc(Br)cc1
-2 | Cc1cc(C(=O)NCC(=O)Nc2c(C)cccc2C)c2ccccc2n1
0 | CC(C)(C)c1ccc(NC(=O)C2=CC=CN3CCS(=O)(=O)N=C23)cc1
8 | Cc1ccc(C(=O)c2ccccc2C(=O)OCC(=O)N2CC(C)CC(C)C2)cc1 (stereo not drawn)
-1 | C[C@H](CO)N1C[C@H](C)[C@@H](CN(C)CC2CCCCC2)Oc2c(NS(=O)(=O)c3ccc(F)cc3)cccc2C1=O
-3 | Cc1ccc(NC(=O)COC(=O)CCNS(=O)(=O)c2c(Cl)cccc2Cl)cc1
-3 | O=S(=O)(O)c1cc(O)ccc1O
20 | Cc1ccc(S(=O)(=O)N(C)C)cc1NC(=O)CN1c2cccc3cccc(c23)S1(=O)=O
-3 | CC(=O)C[C@H](O)CC(=O)[C@H]1OC(=O)[C@@H](C)CCCCc2ccccc21
-2 | O=C(COC(=O)C1CC(=O)N(Cc2ccco2)C1)Nc1nc(-c2ccc(F)cc2)cs1 (stereo not drawn)
-3 | COc1ccc(NC(=O)COC(=O)CC2CCCCC2)cc1
0 | CCCCN1C(Nc2ccccc2)=NC[C@@H]1CC(C)C
18 | CC(CC(=O)OCC(=O)Nc1ccc2[nH]c(=O)[nH]c2c1)c1ccccc1 (stereo not drawn)
-8 | Cc1cc(C(=O)NCc2ccco2)sc1C
-3 | CCN(CC(=O)NCc1ccc(F)cc1)CC(=O)Nc1cc(S(=O)(=O)N(C)C)ccc1C
-3 | O=C(c1ccc(N2CCCC2=O)cc1)N1CCN(c2ccccc2Cl)CC1
4 | O=C(NNC(=O)c1cc2ccccc2[nH]1)OCc1ccccc1
-2 | CCOC(=O)[C@H]1[C@H]2COc3ccc(C)cc3[C@@H]2N2C(=O)CN(Cc3ccco3)C(=O)[C@@]12C
-3 | CC(C)C(NC(=O)c1ccco1)C(=O)OCC(=O)NCCc1ccccc1 (stereo not drawn)
0 | O=C(CSc1nnnn1C1CC1)Nc1cc(S(=O)(=O)N2CCCC2)ccc1Cl
3 | Cc1ccc(C)c(NC(=O)COC(=O)c2cc3ccccc3oc2=O)c1
-2 | O=C(O)c1cc(NS(=O)(=O)c2cccs2)cc(NS(=O)(=O)c2cccs2)c1
0 | Cc1cc(NC(=O)CSc2cc(C)c3ccccc3n2)no1
-2 | O=C(COC(=O)[C@@H]1CCCN1C(=O)c1cccs1)Nc1cccc([N+](=O)[O-])c1
-1 | O=C(CCNC(=O)c1ccc(Cl)cc1)NC1CCCc2ccccc21 (stereo not drawn)
1 | COc1ccc(Cl)cc1NC(=O)Cn1c(C)csc1=O
5 | N#Cc1ccccc1N1CCN(C(=O)c2ccc(NC(=O)c3ccc(Br)o3)cc2)CC1

(cont.)
GSK3 alpha inh | SMILES
-1 | COc1ccc(C)cc1NC(=O)CO/N=C(\N)CC(=O)NC1CCCCC1
-3 | COc1ccc(NC(=O)N(C)C[C@H]2Oc3ccc(NC(=O)Nc4c(C)noc4C)cc3C(=O)N([C@H](C)CO)C[C@H]2C)cc1
-2 | O=C(/C=C/c1cccs1)NNC(=O)c1cccc([N+](=O)[O-])c1
2 | COc1ccccc1N1CCN(C(=O)c2cccc(S(=O)(=O)NCc3cccnc3)c2)CC1
1 | COc1ccc(-n2sc3ccc(F)cc3c2=O)cc1
-2 | O=C(CCNC(=O)c1ccc(Br)cc1)Nc1ccc(S(=O)(=O)N2CCOCC2)cc1
-1 | CCOC(=O)C1=CC[C@]2(C)c3c(c4ccccc4n3C)C(=O)C1N2C
0 | COc1cccc(-c2ccc3ncnc(N(C)Cc4ccco4)c3c2)c1
-1 | CCCCNc1c(-c2ccc(-c3cccc(Cl)c3)cc2)nc2ccc(Cl)cn12
-2 | O=C(NCc1ccco1)c1cccc2c1C(=O)c1ccc(/C=C/c3ccccc3)cc1S2(=O)=O
-2 | C=CCn1c(SCC(=O)Nc2c(C)n(C)n(-c3ccccc3)c2=O)nc2ccccc2c1=O
-4 | CCN(C(=O)CSc1cccc[n+]1[O-])c1ccccc1
-1 | COc1ccc(C(=O)COC(=O)CN2C(=O)C3CC=CCC3C2=O)c(OC)c1 (stereo not drawn)
-6 | Cc1cccc(CNc2ccc(S(=O)(=O)N3CCCCC3)cc2)c1
2 | CC(OC(=O)c1c(F)cccc1F)C(=O)NCCC1=CCCCC1 (stereo not drawn)
-2 | CCCCNc1c(-c2cccc(-c3ccc(OC)cc3)c2)nc2cc(C)ccn12
8 | CCOC(=O)c1c(C)[nH]c(NC(=O)NNC(=O)c2ccc(OC)cc2)c1C
-5 | CCC(C)c1ccc(S(=O)(=O)N2CCN(CC(O)CN3CCOCC3)CC2)cc1 (stereo not drawn)
3 | O=C(NNC(=O)c1ccc(-c2ccc([N+](=O)[O-])cc2)o1)c1ccncc1
-4 | COc1cc(C(=O)NN2C(=O)NC3(CCC(C)CC3)C2=O)ccc1OC(F)F (stereo not drawn)
-2 | CCC1CCCCN1C(=O)COC(=O)c1ccc(Br)o1 (stereo not drawn)
0 | Cc1c(C(=O)OCC(=O)NCC2CCCO2)oc2ccccc12 (stereo not drawn)
4 | NCCCC[C@@H](C(=O)N1CCNCC1)n1cc(CN)nn1
11 | O=C(CCl)N1CCN(S(=O)(=O)Cc2ccccc2)CC1
-10 | O=C(CSc1ncccn1)Nc1ccc2c(c1)OCO2
-1 | COc1ccc(-c2c(-c3ccccc3OC)oc3ccccc23)cn1
-3 | Cc1ccc(CNC(=O)[C@]2(C)CCC[C@@]3(C)C4CC[C@@]5(C)C[C@]4(CCC32)CC5=O)cc1 (stereo partly drawn)
-3 | CC(NC(=O)COC(=O)c1ccc(CO)cc1)C1CC2CCC1C2 (stereo not drawn)
-1 | CCOC(=O)c1cccc(OC(=O)CCNC(=O)c2ccc(Cl)cc2)c1
-3 | NS(=O)(=O)c1ccc(CCNC(=O)c2cc(-c3ccco3)nc3ccccc23)cc1
15 | COC(=O)c1ccc(-c2c(-c3ccccc3)ncc3cc(F)ccc23)cc1
-1 | CCCN(C(=O)c1cc(S(=O)(=O)N(C)c2ccc(OCC)cc2)ccc1C)C1CCS(=O)(=O)C1 (stereo not drawn)
-3 | COc1cc(CC(=O)OCC(=O)c2c[nH]c3ccccc23)cc(OC)c1OC
-2 | COc1ccc(C#Cc2c(-c3ccccc3)n(-c3ccccc3)c3ccc(CO)cc23)cc1
2 | O=C(c1ccc(Cl)c(S(=O)(=O)N2CCCCC2)c1)N1CCCC(C(F)(F)F)C1 (stereo not drawn)
-4 | O=C(COC(=O)Cc1c[nH]c2ccccc12)Nc1cc(S(=O)(=O)N2CCOCC2)ccc1Cl
-1 | COc1cccc(NC(=O)CN(C)C(=O)c2ccccc2Sc2ccccc2C#N)c1
2 | CCN(c1ccccc1)S(=O)(=O)c1ccc(Oc2ccc(C(C)=O)cc2OC)nc1

Only part of the results is shown; count on the stated rates, not on these rows.
